PHOSPHO1 inh: inhibitors of human PHOSPHO1 phosphatase; Q8TCT1; recombinant PHOSPHO1, absorbance phosphatase assay; inhibition, % at 13.3 µM; 1.1% of 290,000 active; AID 1565; in the data active means inhibition above about 60%
IDE act: boosts human insulin-degrading enzyme activity in HEK cells; P14735; activation, % at 5.96 µM; FAbeta-B cleavage, fluorescence polarization; 0% vehicle, 100% cell-free pure enzyme wells; 0.073% of 340,000 active;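 active means activation above the mean of all tested compounds plus 3 SD, set per screening campaign, cut at about 17% in these data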
IMP-1 inh: blocks Pseudomonas aeruginosa IMP-1 metallo-beta-lactamase; 0.45% of 290,000 active; AID 1556; inhibition, % at 5.6 µM; purified IMP-1, nitrocefin hydrolysis, epi-absorbance fluorescence;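 active means inhibition above the mean plus 3 SD of all compounds in the same screening run, cut at about 4.5% in these data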;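 further: 0% = IMP-1 with DMSO and 100% = DMSO wells lacking enzyme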
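System: purified recombinant IMP-1 beta-lactamase. Medium: Zinc- and detergent-supplemented HEPES buffer, pH 7.1. Compound: one 5.6 µM dose […]. Schedule: 15 min preincubation plus 25 min reaction at 25 °C. Technique: Epi-absorbance fluorescence, 480 nm excitation, 530 nm emission.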
GPR7 antag: blocks human GPR7 receptor signaling; P48145; GPR7-expressing cells, fluorescence antagonist assay; inhibition, % at 4.4 µM; 1.1% of 290,000 active; AID 1861; in the data active means inhibition above about 16%, passing the limit was not always enough;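 further: cells stimulated with the agonist NPW; 0% = agonist with vehicle and 100% = vehicle without agonist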
p-CIP stab down: p/CIP protein destabilization; Q05BA5; F442A p/CIP-EGFP cells, EGFP fluorescence, 16 h; decrease of EGFP signal, % at 10 µM; 0.01% of 290,000 active;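 active means EGFP signal decrease of at least 30% at 10 µM or well 3 SD below plate mean, unless failing retest; inactive means the rest, including hits failing retest or dose response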; further: some compounds called inactive have numbers as strong as hits; many of its hits are not listed in these tables
Target sequence (Q05BA5 1-1403): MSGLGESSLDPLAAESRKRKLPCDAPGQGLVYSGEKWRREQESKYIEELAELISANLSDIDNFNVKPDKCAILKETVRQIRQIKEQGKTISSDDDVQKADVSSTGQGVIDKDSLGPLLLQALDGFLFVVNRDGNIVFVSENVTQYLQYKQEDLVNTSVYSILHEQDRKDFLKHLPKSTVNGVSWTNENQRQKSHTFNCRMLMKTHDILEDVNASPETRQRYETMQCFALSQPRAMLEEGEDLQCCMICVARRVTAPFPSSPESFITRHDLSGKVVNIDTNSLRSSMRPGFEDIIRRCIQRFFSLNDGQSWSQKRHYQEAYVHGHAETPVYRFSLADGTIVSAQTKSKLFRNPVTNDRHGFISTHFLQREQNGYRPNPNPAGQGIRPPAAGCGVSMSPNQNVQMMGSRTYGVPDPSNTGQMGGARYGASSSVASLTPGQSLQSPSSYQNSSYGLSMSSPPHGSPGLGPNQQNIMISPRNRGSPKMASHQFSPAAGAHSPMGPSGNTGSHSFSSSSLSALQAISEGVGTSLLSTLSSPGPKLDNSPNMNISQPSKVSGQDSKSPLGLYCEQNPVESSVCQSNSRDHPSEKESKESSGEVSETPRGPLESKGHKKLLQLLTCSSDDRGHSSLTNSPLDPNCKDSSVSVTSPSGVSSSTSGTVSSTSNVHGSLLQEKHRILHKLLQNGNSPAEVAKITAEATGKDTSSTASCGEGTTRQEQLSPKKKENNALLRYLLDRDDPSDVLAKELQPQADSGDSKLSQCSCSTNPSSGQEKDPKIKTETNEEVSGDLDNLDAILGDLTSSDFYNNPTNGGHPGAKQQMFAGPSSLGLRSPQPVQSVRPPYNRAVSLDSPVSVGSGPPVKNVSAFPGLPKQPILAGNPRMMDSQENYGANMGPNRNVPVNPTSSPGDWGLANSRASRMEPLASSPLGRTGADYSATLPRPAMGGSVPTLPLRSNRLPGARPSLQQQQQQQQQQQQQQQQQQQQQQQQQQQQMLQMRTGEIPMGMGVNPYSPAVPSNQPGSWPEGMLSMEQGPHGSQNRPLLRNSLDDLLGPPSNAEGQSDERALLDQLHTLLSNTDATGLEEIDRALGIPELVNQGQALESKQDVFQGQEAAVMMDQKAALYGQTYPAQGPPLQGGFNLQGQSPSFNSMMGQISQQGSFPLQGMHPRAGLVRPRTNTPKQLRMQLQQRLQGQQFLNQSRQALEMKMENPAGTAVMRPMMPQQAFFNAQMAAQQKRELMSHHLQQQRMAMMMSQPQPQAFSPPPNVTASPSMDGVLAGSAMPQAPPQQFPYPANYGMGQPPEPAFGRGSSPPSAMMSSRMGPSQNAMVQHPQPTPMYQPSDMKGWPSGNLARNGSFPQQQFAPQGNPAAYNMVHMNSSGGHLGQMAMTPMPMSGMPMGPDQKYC
NALP1 inh: blocks the NALP1 inflammasome reconstituted in yeast; S. cerevisiae NALP1/ASC/caspase-1 growth, X-gal OD620, 72 h; inhibition, % at 10 µM; 0.61% of 280,000 active; AID 2071; in the data active means inhibition mostly above about 24%, no sharp cut-off; inactive means mostly below about 32%; further: some compounds called inactive have numbers as strong as hits
IDE inh: inhibits human insulin-degrading enzyme in HEK cells; P14735; FAbetaB cleavage, fluorescence polarization; inhibition, % at 5.59 µM; 0.41% of 320,000 active;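 active means percent inhibition above the average of all tested compounds plus 3 SD, set per screening campaign, cut at about 16% in these data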;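 further: IDE supplied by intact live HEK cells; FP after avidin binding of uncleaved biotin substrate so inhibition keeps polarization high; 0% = DMSO wells and 100% = 60 µM reference IDE inhibitor Ii1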
M18AAP inhibitor: PfM18AAP enzyme inhibition; recombinant PfM18AAP, H-Glu-NHMec fluorogenic cleavage; inhibition, % at 7.35 µM; 1.2% of 290,000 active;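 active means inhibition above the campaign mean inhibition over all tested compounds plus 3 SD, cut at about 28% in these data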;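 further: 0% = plate median of test compound wells and 100% = 2 mM ZnCl2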
VIM-2 inhibitor: blocks Pseudomonas aeruginosa VIM-2 metallo-beta-lactamase | purified VIM-2, nitrocefin hydrolysis, epi-absorbance fluorescence | inhibition, % at 5.6 µM | 0.89% of 290,000 active | AID 1527;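 active means inhibition above the mean of all tested compounds plus 3 SD, cutoff set per screening run, cut at about 7.5% in these data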;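 further: red hydrolysis product quenches plate fluorescence so inhibitors raise well fluorescence; 0% = enzyme with DMSO and 100% = DMSO without enzyme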
* marks the source's active call; other numbers are inactive results; . = no result given.

PHOSPHO1 inh	IDE act	IMP-1 inh	GPR7 antag	p-CIP stab down	NALP1 inh	IDE inh	M18AAP inhibitor	VIM-2 inhibitor	Molecule
-30	-2	-0.4	14	-5	3	11	1	-1.1	COC(=O)c1ccc(COC(=O)C23CC4CC(CC(O)(C4)C2)C3)o1
12	-2	-2.1	-1	7	10	-1	1	3.3	COc1ccc(C(=O)Cc2ccc(OC)c(OC)c2)c(OC)c1
-8	2	-1.7	-3	2	-1	0	-7	1.0	CCN(CC)CCCNc1ncnc2ccccc12
-17	2	-5.7	-3	2	-78	0	4	-4.6	Cc1nonc1OCC(C)(COc1nonc1C)NC(=O)c1ccc(Cl)cc1
4	4	-1.7	-19	10	4	6	-4	-0.5	O=C(O)C1CCN(c2ccc(S(=O)(=O)N3CCOCC3)cc2[N+](=O)[O-])CC1
-14	.	-6.3	-7	-9	21	.	-8	-0.6	COc1ccc(C(=O)n2ccc(C)n2)cc1Br
43	0	-2.3	18	4	16	0	-7	0.2	COc1ccc(N2CCN(S(=O)(=O)c3ccc(-c4cc(C)no4)s3)CC2)cc1
6	0	-0.2	3	-5	11	3	8	2.0	O=c1[nH]cnc2c1ncn2[C@@H]1O[C@H](CO)[C@@H](O)[C@H]1O
6	0	-2.8	-11	3	-6	4	0	3.6	COC(=O)c1cnn2c(C(F)(F)F)cc(-c3ccccc3)nc12
-11	2	1.3	22	-12	6	-1	-4	2.5	CC1CCN(C(=O)CN(c2ccc3c(c2)OCCO3)S(=O)(=O)c2ccccc2)CC1
14	4	-0.4	-9	-2	7	1	5	1.0	O=C(O)c1ccccc1C(=O)N1N=C(c2ccccc2)CC1c1ccccc1O (stereo not drawn)
-9	-4	1.2	14	4	0	1	27	-0.5	COc1ccc(OCC(=O)N/N=C/C(C)=C/c2ccco2)c(Br)c1
-7	-2	-4.8	-12	-1	12	2	-5	-3.2	O=S(=O)(Nc1cc(Cl)ccc1N1CCCCC1)c1cccs1
16	6	-1.2	-9	17	12	3	-4	-0.1	COc1cc(C(=O)NCC(=O)OC(C)C(=O)Nc2ncc(Cl)cc2Cl)cc(OC)c1OC (stereo not drawn)
23	4	-1.9	-7	-4	1	4	4	-2.1	COc1ccc(C)cc1NC(=O)CSc1nnc(COc2ccc(Cl)cc2)n1Cc1ccco1

The list goes on:
PHOSPHO1 inh	IDE act	IMP-1 inh	GPR7 antag	p-CIP stab down	NALP1 inh	IDE inh	M18AAP inhibitor	VIM-2 inhibitor	Molecule
13	-10	-6.5	6	-3	20	13	-9	-4.2	CCOC(=O)c1c(C)[nH]c(C(=O)N/N=C\c2ccccc2Cl)c1C
-16	-4	-2.8	-3	13	-12	2	7	-0.9	Fc1cc(F)cc(NC(=S)N2CCC(c3ccccc3)C2)c1 (stereo not drawn)
-2	3	-0.4	-9	5	-5	-8	3	-1.7	CC(=O)c1ccc(NC(=O)c2cc(Cl)nc3ccccc23)cc1
21	2	-2.0	-7	-7	18	-1	-5	-0.8	CCOC(=O)N1CCC(NCCNC(=O)c2ccco2)CC1
8	2	-2.6	-4	-11	16	-1	3	-3.4	Oc1[nH]c2ccccc2c1C1=NCCCC1
7	3	-3.6	-1	17	1	-2	-2	-1.3	CCOc1ccc(CCNC(=O)c2ccc(N3CCCC3=O)cc2)cc1OCC
-2	7	-1.2	7	1	32	2	-3	-1.4	Cc1c(NC(=O)COC(=O)c2cc(-c3ccc(-c4ccccc4)cc3)nc3ccccc23)c(=O)n(-c2ccccc2)n1C
37	4	-0.1	1	10	9	-5	-6	-1.5	COc1ccc(C(O)Cn2cc([N+](=O)[O-])nc2C)cc1 (stereo not drawn)
7	8	-6.1	1	18	-14	-1	-5	-4.8	O=C(Cn1ccc([N+](=O)[O-])n1)Nc1nc2ccccc2s1
-11	-3	-4.7	-12	-7	.	0	6	-2.8	COc1cc(C(=O)N2c3ccccc3CC2C)cc(OC)c1OC (stereo not drawn)
-4	5	-2.7	0	-21	-1	7	-3	-6.1	CN(C(=O)CSc1cn(CC(=O)N2CCOCC2)c2ccccc12)c1ccccc1
-16	6	-2.5	-5	-16	21	-6	-2	-0.3	COc1ccccc1NC(=S)NC1CCCCC1
-12	4	-4.1	-11	7	18	-1	-2	-2.3	O=C(NC(=S)Nc1ccccc1N1CCCCC1)c1cccs1
-7	.	-1.2	-13	4	7	3	-3	0.8	Cc1nc2scc(-c3ccc(C(C)C)cc3)c2c(=O)n1N
6	1	-2.5	2	-20	20	-2	-7	-2.4	CCCCNC(=O)C1CCN(C/C(C)=C/c2ccccc2)CC1

An excerpt from above in order of their number in M18AAP inhibitor, smallest number first.
PHOSPHO1 inh	IDE act	IMP-1 inh	GPR7 antag	p-CIP stab down	NALP1 inh	IDE inh	M18AAP inhibitor	VIM-2 inhibitor	Molecule
7	8	-6.1	1	18	-14	-1	-5	-4.8	O=C(Cn1ccc([N+](=O)[O-])n1)Nc1nc2ccccc2s1
-4	5	-2.7	0	-21	-1	7	-3	-6.1	CN(C(=O)CSc1cn(CC(=O)N2CCOCC2)c2ccccc12)c1ccccc1
-16	-4	-2.8	-3	13	-12	2	7	-0.9	Fc1cc(F)cc(NC(=S)N2CCC(c3ccccc3)C2)c1 (stereo not drawn)

Continued.
PHOSPHO1 inh	IDE act	IMP-1 inh	GPR7 antag	p-CIP stab down	NALP1 inh	IDE inh	M18AAP inhibitor	VIM-2 inhibitor	Molecule
19	1	-3.8	-6	-13	9	-2	-9	-1.8	COc1ccc(-c2nnn(CC(=O)N(CC(=O)NC3CCCC3)Cc3cccs3)n2)cc1OC
-4	2	-2.9	-10	-1	38	3	-2	-4.5	Cc1cc(C)c(NC(=O)Cn2c(=O)n(Cc3ccco3)c(=O)c3ccccc32)c(C)c1
38	2	-4.3	12	-7	0	-7	7	-0.6	COc1ccc(C(C)=O)cc1Cn1nnc(-c2ccccc2Br)n1
5	3	-2.0	-1	5	3	2	-1	-1.6	CCOC(=O)c1c(C)[nH]c(C)c1C(=O)COC(=O)CNC(=O)C1CCCCC1
31	-1	-2.2	7	-29	13	2	6	0.9	O=C(Nc1cccc(Br)c1)c1ccc2snnc2c1
29	-7	-1.0	-9	8	-2	4	0	4.8	Cc1c(C)c2c(OCC(=O)N3CCC(C(N)=O)CC3)cc3c(c2oc1=O)CCC(C)(C)O3
11	0	-2.8	-1	-1	9	-2	14	-3.4	C/C(=N\NC(=O)c1ccccc1O)c1cccs1
-27	-3	-1.6	-7	-10	8	-6	0	0.6	COc1ccc2c(c1)CCc1c(C(=O)Nc3cc(C)n(Cc4ccc(Cl)cc4)n3)noc1-2
50	-2	-3.3	-7	-8	-5	3	-4	-2.1	COc1ccccc1Nc1nccc(N(C)C)c1C#N
-116	6	-3.6	-7	-8	-6	1	-1	-5.7	CCCCn1c(=N)c(S(=O)(=O)c2ccc(Br)cc2)cc2c(=O)n3cccc(C)c3nc21
-11	3	-1.7	-5	6	5	-1	0	-0.9	Cc1cc(C(=O)COC(=O)c2ccc(O)cc2)c(C)n1-c1ccccc1F
0	-3	-2.3	48*	-9	84*	7	-10	-0.2	Cc1ccc2sc(N(CCCN(C)C)C(=O)CCS(=O)(=O)c3ccccc3)nc2c1C
22	7	.	.	-5	9	3	.	.	COc1ccc(Cl)cc1C(=O)Nc1cc(=O)n(C)c(=O)n1C
-41	5	-1.9	-3	-7	5	1	-2	0.3	O=C(c1ccccc1)N1CCC(O)(c2cccnc2)CC1
-34	-1	-1.3	-19	-7	-3	-2	2	-0.2	Cc1cccc(-c2cc(C(=O)Nc3cccnc3)c3ccccc3n2)c1

(list continues)
PHOSPHO1 inh	IDE act	IMP-1 inh	GPR7 antag	p-CIP stab down	NALP1 inh	IDE inh	M18AAP inhibitor	VIM-2 inhibitor	Molecule
46	4	-0.6	6	4	13	6	1	-0.5	N=c1sccn1CC(=O)NCc1ccc(Cl)cc1Cl
16	-4	0.1	-9	3	-4	2	0	5.1	O=C(Oc1cc(=O)oc2c1c(=O)n1c3c(cccc23)CC1)c1ccccc1
35	-2	-1.2	23	-4	8	.	2	-2.4	Cc1cccc(NC(=O)c2ccc3c(c2)OCCO3)c1
44	-9	-2.9	-19	3	12	4	2	1.3	CCOC(=O)c1sc2nc(C)nc(Nc3ccc(OC)cc3)c2c1C
48	0	-2.3	-1	-1	-9	2	-2	0.9	O=C(O)c1cccc(-n2cc(-c3cccc(C(F)(F)F)c3)cn2)c1
36	6	-1.1	1	-7	29	0	-2	-3.5	NC(=O)CSc1nnc(NC(=O)c2ccc(Br)o2)s1
19	5	-1.2	4	-10	22	0	-8	1.6	CC(C)C(NC(=O)c1ccccc1)C(=O)N1CCCCCC1 (stereo not drawn)
10	5	-2.9	8	-11	9	10	-3	-0.5	O=[N+]([O-])c1ccc(Cl)cc1Sc1nc2ccccc2o1
0	0	-3.3	-16	-12	27	-2	5	-1.2	CC(C)(C)c1nn2cnnc2n(/N=C/c2ccccc2)c1=O
8	-1	-2.0	-7	7	24	-3	-3	-2.9	CCOC(=O)COc1ccccc1/C=N/O
32	-2	0.1	-10	-9	-1	0	0	1.4	CN(Cc1cccnc1)Cc1c(C(=O)N2CCc3ccccc3C2)nc2ccc(Cl)cn12
22	1	-2.8	4	-1	5	0	-2	-3.4	Cc1cc(C)n(-c2ccc(C(=O)OCC(=O)Nc3ccc(S(=O)(=O)N4CCCCC4)cc3)cc2)n1
-31	1	-1.4	-7	-3	.	4	0	-1.8	O=C(NCCc1ccc(Cl)cc1)c1cc(-c2ccncc2)nc2ccccc12
24	2	-3.8	-9	0	-1	-2	0	-2.8	Cc1nc(S(=O)(=O)NC2CCCCC2)c(C#N)c(C)c1Cl
36	9	-1.4	-6	8	-2	-2	-1	-3.4	COc1cccc(CNC(=O)CCC2CCCN(C(=O)c3ccc(OC)c(F)c3)C2)c1 (stereo not drawn)

The results go on:
PHOSPHO1 inh	IDE act	IMP-1 inh	GPR7 antag	p-CIP stab down	NALP1 inh	IDE inh	M18AAP inhibitor	VIM-2 inhibitor	Molecule
3	-4	2.2	11	-3	7	1	2	5.0	O=C1CC(=C2c3ccccc3-c3ccccc32)C(=O)N1CCCCN1CCN(c2ccccc2)CC1
24	6	-3.2	-8	-14	-1	1	0	-5.6	Cc1ccc(CNC(=O)CN2C(=O)CSc3ccc(S(=O)(=O)N4CCC(C)CC4)cc32)cc1
-16	5	-4.7	2	-1	21	2	-9	-0.1	O=C(COc1ccc(-c2nnco2)cc1)NCc1ccccc1Cl
-17	.	0.3	-10	1	5	.	5	1.6	CC(C)(C)c1c(Cl)c(O)c(-c2ccccc2)c(=O)n1-c1ccccc1

Bioassay records deposited in PubChem BioAssay by several laboratories.
